KCNQ2 inh: KCNQ2 potassium channel inhibitors, primary screen, cell-based, CHO-K1, FluxOR thallium flux, B-score (AID 2156); 20 min; active compounds read low; 310,000 compounds, 1.1% hits; B-score at 10 µM;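 active = fluorescence ratio B-score at most minus 3 library SDs, with starting brightness B-score within 2 library SDs, cut at about -5.5 in these data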
OX1R FRET antag: antagonists of human orexin 1 receptor (OX1R) | Orexin/Hypocretin receptor type 1 (Homo sapiens), O43613 | OX1R-expressing cells, FRET antagonist read-out | inhibition, % at 6.6 µM | 330,000 compounds, 1.8% hits | AID 485270, 2010; in the data active = inhibition mostly above about 38%, no sharp cut-off; inactive = mostly below about 40%;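 note: 0% = agonist challenge alone and 100% = reference antagonist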
Target sequence (O43613 whole entry, looked up): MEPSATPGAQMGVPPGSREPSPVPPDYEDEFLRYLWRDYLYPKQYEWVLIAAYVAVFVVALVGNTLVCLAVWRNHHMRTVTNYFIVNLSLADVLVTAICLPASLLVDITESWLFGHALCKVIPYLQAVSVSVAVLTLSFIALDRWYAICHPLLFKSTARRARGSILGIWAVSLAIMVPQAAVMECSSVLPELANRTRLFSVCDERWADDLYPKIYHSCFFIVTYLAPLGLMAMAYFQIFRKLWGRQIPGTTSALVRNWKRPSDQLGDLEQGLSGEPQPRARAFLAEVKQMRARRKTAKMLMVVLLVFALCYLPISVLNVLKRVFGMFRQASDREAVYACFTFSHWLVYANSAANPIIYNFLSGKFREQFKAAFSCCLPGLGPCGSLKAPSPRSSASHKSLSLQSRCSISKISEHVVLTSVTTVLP
STK33 kinase inh: inhibitors of purified STK33 kinase, primary screen, biochemical, ADP-Glo luminescence, homogeneous, cell-free; MBP phosphorylation; inhibition, % at 10 µM; 320,000 compounds, 0.073% hits; Serine/threonine-protein kinase 33 (Homo sapiens), Q9BYT3;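 active = inhibition at or above 25%, using the most active replicate where run in duplicate; inactive = inhibition below 25%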
Target sequence (Q9BYT3 whole entry, looked up): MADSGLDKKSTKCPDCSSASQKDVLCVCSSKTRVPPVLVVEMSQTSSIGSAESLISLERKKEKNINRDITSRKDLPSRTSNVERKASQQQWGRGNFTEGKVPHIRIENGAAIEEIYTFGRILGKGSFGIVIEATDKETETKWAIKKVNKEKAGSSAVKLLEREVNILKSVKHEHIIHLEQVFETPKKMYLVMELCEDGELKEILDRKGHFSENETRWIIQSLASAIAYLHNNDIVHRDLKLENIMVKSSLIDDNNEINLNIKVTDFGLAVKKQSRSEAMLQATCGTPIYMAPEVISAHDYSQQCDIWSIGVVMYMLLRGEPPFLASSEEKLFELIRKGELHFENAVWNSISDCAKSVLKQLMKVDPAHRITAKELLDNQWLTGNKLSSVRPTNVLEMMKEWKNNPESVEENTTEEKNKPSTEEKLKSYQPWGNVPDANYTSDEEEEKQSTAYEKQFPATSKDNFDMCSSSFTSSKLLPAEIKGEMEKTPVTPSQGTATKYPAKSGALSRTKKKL
* hit, by the source's call; i = inactive; . = not tested or not shown.

SMILES	KCNQ2 inh	OX1R FRET antag	STK33 kinase inh
O=C(Cn1cc(C(=O)C2CCCCC2)c2ccccc21)NCC1CCCO1 (stereo not given)	i	16.8	-0.2
CC1CC(=O)C2=C(C1)Nc1ncnn1C2c1ccccc1 (stereo not given)	i	6.2	-0.2
Cc1cc(C(=O)Nc2c(F)cc(F)cc2Br)c(C)o1	i	8.4	-0.2
O=C(Nc1ccc(NC(=O)c2cccnc2Cl)cc1)c1cccc(Cl)c1	i	28.6	-0.1
Cc1ccc(NC(=S)N(Cc2cccs2)Cc2cc3cccc(C)c3[nH]c2=O)cc1	i	18.5	0.0
Cc1c2cnn(CC(=O)NCCCN3CCCCC3C)c(=O)c2c(C)n1Cc1ccccc1 (stereo not given)	i	19.8	0.1
CN(CC(=O)NCc1cccs1)CC(=O)Nc1ccc(F)c(F)c1F	i	-0.2	0.2
Cc1ccc(S(=O)(=O)N(C)CCCC(=O)Nc2ccncc2)cc1	i	9.9	0.3
O=C(c1cc(COc2c(F)cccc2F)on1)N1CCN(C2CCCCC2)C(=O)C1	i	10.4	-0.8
CN(CC(=O)Nc1ccccc1Br)C(=O)CNC(=O)c1cccs1	.	4.1	-0.9
CCc1noc(C)c1C(=O)Nc1nc(-c2cccs2)cs1	i	51.2*	-3.1
O=C(N/N=C/c1cccs1)c1ccc(-n2cccc2)cc1	i	11.0	0.7
COc1ccc(CC2(C)OC(c3ccc(C)c([N+](=O)[O-])c3)=NN2C(C)=O)cc1 (stereo not given)	i	3.9	0.1
O=C(CSc1nc2ccccc2o1)Nc1ccc(Cl)cc1	i	17.6	-2.7
CCCCn1c(N)c(N(CC(C)C)C(=O)c2ccc(-c3ccc([N+](=O)[O-])cc3)o2)c(=O)[nH]c1=O	i	14.3	-1.6
CCOC(=O)c1ccccc1N1C(=O)C2Sc3[nH]c(=O)sc3C(/C=C/c3ccccc3)C2C1=O (stereo not given)	i	22.0	-0.1
O=C(O)C1CCCN(C(=O)c2cccc3ccccc23)C1 (stereo not given)	i	18.5	-0.9
Cc1c(Cl)cnc(NC(=O)COC(=O)CNC(=O)c2ccccc2)c1Cl	.	-4.3	-1.7
CCc1ccccc1NC(=O)C1CCCN(c2ncnc3onc(-c4ccc(F)cc4)c23)C1 (stereo not given)	i	14.3	-1.0
Cn1c(N)cc(=O)n(Cc2ccccc2)c1=O	i	17.1	-0.4
CCOC(=O)C1CCN(C(=O)C2CCN(S(=O)(=O)c3ccc4c(c3)CC(C)N4C(C)=O)CC2)CC1 (stereo not given)	i	11.7	-0.7
COc1ccc(CCNC(=O)Cc2cc(OC)c(OC)cc2Br)cc1OC	i	25.9	-0.1
CCCn1c(SCC(=O)Nc2cc(S(=O)(=O)N3CCOCC3)ccc2OC)n[nH]c1=O	i	-11.8	-0.8
COCc1cc(=O)[nH]c(/N=C(\N)Nc2ccc(Oc3ccccc3)cc2)n1	i	8.4	-3.4
Cc1ccc(C)n1-c1nccc(-c2ccco2)n1	i	24.2	.
O=C(NNS(=O)(=O)c1cc(Cl)cc(Cl)c1)c1sccc1-n1cccc1	i	69.4*	-1.3
COc1ccc(N=Nc2ccc(O)c3ncccc23)cc1	i	21.5	1.0
O=C1C2C3c4ccccc4C(c4ccccc43)C2C(=O)N1Cc1ccco1 (stereo not given)	i	6.9	-1.3
O=C(CNC(=O)c1ccc(-c2ccccc2)cc1)Nc1cccc(CO)c1	.	11.8	0.8
COc1cccc2cc(/C(=N/O)c3ccccc3)oc12	i	19.4	1.2
O=C1CNC(=O)/C1=C\N1CCCCC1	i	4.7	-0.4
Cc1noc(C)c1COc1ccc(C(=O)OCC(=O)Nc2c(C)n(C)n(-c3ccccc3)c2=O)cc1	i	4.5	-0.2
O=C(NCc1ccncc1)C(=O)NCc1ccco1	i	9.2	.
CCN1CCCC1CNC(=O)c1cc(S(=O)(=O)N(C)C)ccc1Cl (stereo not given)	i	9.2	-0.8
CCCCCCCC[n+]1cccc(C(=O)N2c3c(nc(N)[nH]c3=O)NC(C)C2C)c1 (stereo not given)	i	10.2	-1.0
CCOC(=O)CC(=O)CSc1ncnc2c1nnn2-c1ccc(F)cc1	i	12.5	-1.2
NC(=O)[C@@H]1CCCN1Cc1nc(-c2cccs2)no1	i	9.1	-1.8
CCCn1c(O)c(N=NC(=O)CNC(=O)c2cccnc2)c2ccccc21	i	46.7	-0.3
CC(=O)Nc1ccc(S(=O)(=O)N2CCN(C(=O)C3COc4ccccc4O3)CC2)cc1 (stereo not given)	i	22.0	-0.8
CC(=O)N(CCc1ccccc1C)Cc1cc2ccc(C)cc2[nH]c1=O	i	-5.0	-0.7
C[C@@H](C(=O)Nc1nc(-c2ccccn2)cs1)N1C(=O)C2CCCCC2C1=O (stereo not given in full)	i	14.6	1.2
COCCNC(=S)N1CCCC(CO)C1 (stereo not given)	i	10.7	-3.5
CC(=O)Nc1ccc(S(=O)(=O)N(C)c2ccccc2)cc1	i	15.0	0.0
O=C(Nc1ccc2c(c1)OCO2)[C@@H]1CCCN1S(=O)(=O)c1cccc2cccnc12	.	41.8	-0.9
CCC(=O)NC(=S)Nc1ccc(NC(=O)c2ccccc2[N+](=O)[O-])cc1	i	22.4	-2.2
CCN(CC)CCn1c(NCc2ccc(OC)cc2)nc2ccccc21	i	15.3	0.7
CN(C)c1ccc(CN(C(=O)c2cc3ccccc3oc2=O)C2CCS(=O)(=O)C2)cc1 (stereo not given)	i	2.7	-0.7
O=S(=O)(c1c(F)cccc1F)N1CCCC2CCCCC21 (stereo not given)	.	7.1	7.2
Cc1nn(-c2ccccc2)c(N)c1C(c1ccccc1)c1c(C)nn(-c2ccccc2)c1N	i	16.5	-0.9
CC(C)C1Oc2ccccc2N(CC(=O)NC2CCCCC2)C1=O (stereo not given)	i	21.6	0.9
New compounds follow.
SMILES	KCNQ2 inh	OX1R FRET antag	STK33 kinase inh
O=C(O)COc1ccc(Br)cc1CP(=O)(c1ccccc1)c1ccccc1	i	12.3	-1.7
COc1ccc(C(=O)NC(=S)Nc2ccc(N3CCOCC3)cc2)cc1Cl	i	25.0	-0.5
CCn1cc(C(=O)O)c(=O)c2cc(F)c(N3CCN(S(=O)(=O)c4ccc(NC(C)=O)cc4)CC3)cc21	i	-4.8	-0.6
CC(=O)N(Cc1cccnc1)c1cccc(-c2nc3ccccc3s2)c1	i	10.3	-0.3
O=C(NCCN1CCOCC1)c1cc(-c2ccc(F)cc2)on1	i	23.5	-1.1
CC1CN(C(=O)COC(=O)c2ccc(NC(=O)CC#N)cc2)CC(C)O1 (stereo not given)	i	9.0	-1.7
CSc1ccc(NC(=O)/C=C/C(=O)O)cc1	i	5.8	-0.5
Cc1ccc(Cl)cc1N1CCN(C(=O)C2(S(=O)(=O)c3ccc(Cl)cc3)CC2)CC1	-6.15*	32.0	0.2
O=C(CNC(=O)N1CC(=O)Nc2ccccc21)Nc1cc(Cl)ccc1Cl	i	14.5	-1.5
CCOC(=O)C1=C(N)OC2=C(C(=O)CC(C)(C)C2)C1C1CCCCC1 (stereo not given)	-7.46*	8.2	-2.7
CC(C)[C@H](NC(=O)c1ccc(Cl)c([N+](=O)[O-])c1)C(=O)NCc1ccc(Cl)cc1Cl	i	28.3	-0.8
Cc1nn(-c2ccccc2)c(N2CCCC2)c1/C=N/NC(=O)c1cc(-c2cccs2)nc2ccccc12	i	31.1	-4.0
Cn1c2ccccc2c2cc(/C=C(\NC(=O)c3ccccc3)C(=O)O)ccc21	i	18.6	-1.2
c1coc(CNc2nc(-c3cccs3)cs2)c1	i	10.9	3.6
COCCn1c(C)cc(C(=O)COC(=O)c2ccc([N+](=O)[O-])o2)c1C	i	30.6	-0.7
O=C(CCn1c(=S)[nH]c2ccccc2c1=O)NCCc1ccccc1	i	9.7	0.1
COc1ccc(CC(CC(=O)O)C(=O)NCc2ccccc2)cc1 (stereo not given)	i	18.9	-0.8
CCOc1ccc(C(C)=O)cc1COC(=O)CNC(=O)c1cccs1	i	16.8	0.2
CCOc1ccc(NC(=O)CCc2c(C)noc2C)cc1OC	.	-0.9	-0.1
CC(Oc1cccc(Br)c1)C(=O)NNC(=O)CCS(=O)(=O)c1ccccc1 (stereo not given)	.	2.5	-0.9
CCN(CC)S(=O)(=O)c1ccc(N2CCOCC2)c(NC(=O)c2ccc3c(c2)OCCO3)c1	i	19.0	-1.0
CCOC(=O)C1CCN(C(=O)C2(NC(=O)Nc3ccccc3C)CCCCC2)CC1	i	6.3	0.3
O=C(O)C1CCC(N2C(=O)C3C4CCC(C4)C3C2=O)CC1 (stereo not given)	i	-3.4	-0.8
O=C(NCc1ccccc1)C1=C[C@H](c2csc3ccccc23)C[C@H](OCc2ccc(CO)cc2)O1	i	6.6	-1.4
CCOc1ccccc1Nc1nnc(SC(C)C(=O)Nc2nc(-c3ccccc3)cs2)s1 (stereo not given)	i	23.7	-1.7
CCOC(=O)N1CCC(NC(=O)c2cnn3c(C(F)(F)F)cc(-c4cccc(OC)c4)nc23)CC1	i	9.7	0.0
CN(CC(=O)NCc1ccccc1)Cc1ccc(Cl)cc1	i	-7.5	-0.2
Cn1c(=NC(=O)C2=NNC(=O)CC2)sc2ccccc21	i	14.2	1.6
Cc1ccccc1CSCCNC(=O)Nc1ccccc1	i	21.4	-1.4
CC(NC(=O)c1ccco1)C(c1cccs1)N1CCN(c2ccccc2)CC1 (stereo not given)	i	11.4	-1.1

A few values from above:
STK33 kinase inh result of `CCOC(=O)N1CCC(NC(=O)c2cnn3c(C(F)(F)F)cc(-c4cccc(OC)c4)nc23)CC1` : 0.0
STK33 kinase inh result of `O=C(O)C1CCC(N2C(=O)C3C4CCC(C4)C3C2=O)CC1` (stereo not given) : -0.8
OX1R FRET antag result of `CN(CC(=O)NCc1ccccc1)Cc1ccc(Cl)cc1` : -7.5
OX1R FRET antag result of `Cn1c(=NC(=O)C2=NNC(=O)CC2)sc2ccccc21` : 14.2
STK33 kinase inh result of `CC(NC(=O)c1ccco1)C(c1cccs1)N1CCN(c2ccccc2)CC1` (stereo not given) : -1.1

Following part.
SMILES	KCNQ2 inh	OX1R FRET antag	STK33 kinase inh
CC(=O)c1ccc(N2CCN(C(=O)c3ccc(Cl)c(NC4=NC5CS(=O)(=O)CC5S4)c3)CC2)cc1 (stereo not given)	i	3.2	-0.1
O=C(Nc1ccc2c3c(cccc13)CC2)c1ccc(Br)o1	i	23.4	9.0
CN(C)S(=O)(=O)c1ccc2c(c1)Cc1cc(S(=O)(=O)N(C)C)ccc1-2	i	6.6	-2.6
O=c1cc(Cc2nnc(SCc3ccccc3)n2-c2ccc(Cl)cc2)[nH]c(=O)[nH]1	i	3.1	-0.3
O=C(COC(=O)c1ccccc1C(=O)N1CCN(c2ccccc2)CC1)Nc1ccc(F)cc1	i	29.7	-0.2
O=C(O)c1ccc(-c2nc(-c3ccccc3)c(-c3cccs3)[nH]2)cc1	i	11.0	0.3
Clc1ccc(-c2noc(CN3CCN(c4ccccc4)CC3)n2)cc1	i	12.3	-0.6
O=C(/C=C/NNC(=O)c1cccc(Br)c1)c1ccccc1	i	25.8	-0.8
CCn1cc(C(=O)Nc2ncccc2O)c(=O)c2cc(F)c(N3CCN(C(=O)c4ccco4)CC3)cc21	i	2.1	-1.7
O=C(Nc1ccc(Cl)cc1)N1CCCN(c2ccc(C(F)(F)F)cc2[N+](=O)[O-])CC1	i	15.5	-1.4
CN(CC(=O)Nc1ccc(N2CCOCC2)cc1)C(=O)COc1ccccc1F	i	3.4	-0.5
O=C(NCc1ccco1)c1cnn2c(C(F)(F)F)cc(-c3ccccc3)nc12	i	27.5	-1.2
O=C1Nc2ccccc2/C1=N\N=C\C1=C(N2CCOCC2)C(=C\c2ccccc2)/CC1	i	2.9	4.3
COc1ccc(NC(=S)NNC(=O)COc2ccc(Cl)cc2Cl)cc1	i	4.1	-2.4
NC(=O)c1cccnc1Nc1ccccc1Cl	i	11.5	1.4
CC(C)C[C@@H](CO)NC(=O)CC[C@H](NC(=O)OC(C)(C)C)C(=O)N(Cc1ccccc1)Cc1ccccc1	i	-6.4	-1.3
C/C(=N\NC(=O)c1c(Br)c(C)nn1C)c1cccc(NC(=O)c2ccccc2C)c1	i	8.4	-0.5
CSc1n[nH]c(=S)n1N	i	6.1	-1.5
COCCn1c(CNc2ccc(F)cc2)nnc1SCC(=O)Nc1ccc(OC)cc1OC	i	18.0	-0.4
O=C(CCCn1c(=O)[nH]c2ccsc2c1=O)Nc1ccc(F)cc1	i	13.8	-0.4

Four of the compounds above, with values ahead of the structure:
KCNQ2 inh | OX1R FRET antag | STK33 kinase inh | SMILES
i | 27.5 | -1.2 | O=C(NCc1ccco1)c1cnn2c(C(F)(F)F)cc(-c3ccccc3)nc12
i | 2.9 | 4.3 | O=C1Nc2ccccc2/C1=N\N=C\C1=C(N2CCOCC2)C(=C\c2ccccc2)/CC1
i | 4.1 | -2.4 | COc1ccc(NC(=S)NNC(=O)COc2ccc(Cl)cc2Cl)cc1
i | 11.5 | 1.4 | NC(=O)c1cccnc1Nc1ccccc1Cl

The listing continues.
SMILES	KCNQ2 inh	OX1R FRET antag	STK33 kinase inh
CC(C)c1ccc(C2NC(=O)NC3=C2CCc2ccccc23)cc1 (stereo not given)	i	14.9	-0.2
CCOc1ccccc1C(=O)NCCNC(=O)c1ccccc1OCC	i	80.3*	-1.5
Cc1ccc(C2C(C#N)=C(N)Oc3c2c(=O)n(C)c(=O)n3C)cc1 (stereo not given)	i	36.7	-0.1
Cc1ccc(-c2csc(N3CCN(c4cc5c(cc4Cl)nc(C(C)N)n5CCCO)CC3)n2)cc1 (stereo not given)	i	16.0	-1.1
CCCNC(=O)N[C@@H](Cc1ccccc1)C(=O)OC	i	11.5	-1.2
COc1ccc(Nc2oc(COc3ccccc3OC)nc2C#N)cc1	i	17.5	-0.6
